LYP phosphatase = inhibitors of LYP phosphatase, biochemical, fluorescence intensity, uHTS (AID 1779). Tyrosine-protein phosphatase non-receptor type 22 (Homo sapiens). recombinant LYP phosphatase, fluorescence intensity; higher % means a stronger effect. inhibition, % at 11.5 µM, or IC50 in µM where a hit was titrated. 0.054% of 290,000 active; in the data active = inhibition above about 50%;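 note: plate controls were vehicle with enzyme for no effect and no enzyme for full effect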
RSV antiviral HEp-2 = RSV antiviral activity via CPE protection, HEp-2 cells, primary 10 µM value included (AID 2391). HEp-2 cells, RSV-induced CPE inhibition; higher % means a stronger effect. 0.13% of 310,000 active. CPE inhibition, % at 10 µM, or IC50 in µM where a hit was titrated; in the data active = a potency from the dose series; inconclusive = CPE inhibition mostly from about 23% at the one dose, without a potency; inactive = the rest, 99 in 100 with CPE inhibition below about 21%; note: strong numbers were not always called active
Dengue-2 NS5 capping = Dengue-2 NS5 methyltransferase inhibitors, primary screen, biochemical, confirmation dose response (AID 588689); 0.3% of 340,000 active; Genome polyprotein (Dengue virus type 2 (strain 16681-PDK53)); inhibition, % at 25 µM, or IC50 in µM where a hit was titrated; Dengue-2 NS5 methyltransferase capping enzyme assay, biochemical; higher % means a stronger effect; in the data active = a potency from the dose series; inconclusive = inhibition above about 29% without an active follow-up result
Autophagy HCS = autophagy modulators in MEF cells, primary screen, imaging, high-content, MEF GFP-LC3; MEF GFP-LC3 puncta imaging; test concentration mostly 10 µM; 0.98% of 190,000 active; calls only at 10 µM (by protocol);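 active = percentage of spot-positive cells more than 3 SD above its plate mean, without a fluorescence outlier flag or 80% toxicity; inconclusive = no clear call, values can overlap the other calls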;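 note: spot-positive cell cutoff set from DMSO-treated cells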
WT yeast gro inh = growth inhibition of WT strain, primary screen, mitochondrial fusion inhibitor project, WT and mutant strains, chemical genetic. AID 1362, 2008. mitochondrial fusion phenotypic screen. 2.1% of 190,000 active. inhibition, % at 10 µM; in the data active = inhibition above about 58%; tested in S. cerevisiae
AID2073 = inhibitors of Mint1-CaV2.2 protein interaction, biochemical, HTRF (AID 2073). HTRF protein-protein interaction, Mint1-CaV2.2; higher % means a stronger effect. Voltage-dependent N-type calcium channel subunit alpha-1B (Homo sapiens). 0.19% of 290,000 active. inhibition, % at 20 µM, or IC50 in µM where a hit was titrated; in the data active = inhibition mostly above about 51%, no sharp cut-off; inconclusive = no clear call, values can overlap the other calls; inactive = mostly below about 53%; note: some results filed as inactive read as strong as hits
UTI89 phage lysis = inhibition of K1F phage lysis, E. coli UTI89, bacterial capsule biogenesis inhibitors, alamar blue (AID 488966); one-dose inhibition, % at 100 µM; IC50 in µM for titrated hits; E. coli UTI89 K1F phage lysis, alamar blue, 2 h; higher % means a stronger effect; 0.02% of 340,000 active;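 active = phage lysis inhibition, versus mean bacterial control, above a set limit; inconclusive = no clear call, values can overlap the other calls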;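 note: capsule biogenesis inhibitors block K1F phage lysis so surviving cells raise fluorescence; higher fluorescence means more inhibition of phage lysis; actives were called in the ten point dose series up to 300 µM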
NTR1 ag = agonists of NTR1, primary screen, imaging, U2OS cells, beta-arrestin-GFP, high content (AID 493036); 0.17% of 330,000 active; activation, % at 20 µM; NTR1-U2OS beta-arrestin-GFP spot imaging, agonist mode; Neurotensin receptor type 1 (Homo sapiens), P30989;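 active = activation at or above 40% of the spot to cytoplasm intensity ratio, with at least 20 cells analyzed; inconclusive = wells under 20 cells, flagged as cytotoxic or low count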;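 note: 0% = DMSO without peptide and 100% = 100 nM NTR1 peptide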
Target sequence (P30989 whole entry, looked up): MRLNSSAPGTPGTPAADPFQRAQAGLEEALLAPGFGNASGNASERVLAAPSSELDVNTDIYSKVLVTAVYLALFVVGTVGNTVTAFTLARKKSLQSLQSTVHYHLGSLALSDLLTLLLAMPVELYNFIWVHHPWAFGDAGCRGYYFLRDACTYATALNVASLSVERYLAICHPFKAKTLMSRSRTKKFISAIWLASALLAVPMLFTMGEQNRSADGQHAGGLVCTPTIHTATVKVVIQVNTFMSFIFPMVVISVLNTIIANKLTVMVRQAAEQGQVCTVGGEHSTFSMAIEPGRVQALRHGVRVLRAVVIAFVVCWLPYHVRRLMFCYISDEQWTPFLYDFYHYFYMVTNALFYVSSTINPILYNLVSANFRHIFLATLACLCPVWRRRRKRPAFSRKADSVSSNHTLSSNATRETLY
GPR35 arrestin U2OS = GPR35 antagonists blocking zaprinast-driven arrestin recruitment, primary screen, imaging, U2OS, beta-arrestin-GFP, zaprinast agonist (AID 2058); U2OS GPR35 beta-arrestin-GFP translocation imaging, zaprinast antagonism; higher % means a stronger effect; inhibition, % at 10 µM; hits with a dose series show IC50 in µM; 0.052% of 290,000 active;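 active = inhibition of at least 50% with at least 30 cells and total cytoplasm GFP at most 10,000,000; inconclusive = under 30 cells or total GFP of 10,000,000 plus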
WT yeast gro inh mutant strain = further read-out of WT yeast gro inh, marked with its call; inhibition, %; mitochondrial fusion phenotypic screen, mutant strain inhibition
Autophagy HCS cell loss 18 h = recorded beside Autophagy HCS, whose call it bears; toxicity, %; measured here: cell loss, nuclei count;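 cell loss after 18 h compound exposure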
NTR1 ag cell count 20 µM = recorded beside NTR1 ag, whose call it bears; cell count; measured here: cell count, cytotoxicity flag
Dengue-2 NS5 capping pilot replicate = further read-out of Dengue-2 NS5 capping, marked with its call; inhibition, %; measured here: pilot screen replicate inhibition
Numbers without * were called inactive; i = inactive; ? = inconclusive; . = not tested or not shown; [ ] = dose if it differs, or a comment. An unsorted share of the library; about 2.6% have a hit in one of these screens.

SMILES | LYP phosphatase | RSV antiviral HEp-2 | Dengue-2 NS5 capping | Autophagy HCS | Autophagy HCS cell loss 18 h | WT yeast gro inh | WT yeast gro inh mutant strain | AID2073 | UTI89 phage lysis | NTR1 ag | NTR1 ag cell count 20 µM | GPR35 arrestin U2OS | others
O=[N+]([O-])c1ccc(Nc2nc(Cl)nc(NCCO)n2)cc1 | 5% | 0.9% | 3% | i | -6 | 0 | 2 | 1% | 0.0% | 2.5 | 69 | -1%
O=C(Nc1ccc(Cl)c(Cl)c1)N1CCOCC1 | -10% | 0.9% | -7% | . | . | . | . | 2% | 1.4%[50 µM] | -1.6 | 67 | -4%
Cc1ccc(C2=NN(CC(=O)NCCN(CC(C)C)CC(C)C)C(=O)CC2)cc1 | -4% | -0.2% | 3% | . | . | . | . | 19% | 0.0% | 0.1 | 84 | 13%
CCc1c(C)nc2ncnn2c1Nc1ccccc1C | -3% | 14% | 8% | . | . | . | . | -5% | -0.2% | 0.7 | 52 | -1%
CCOC(=O)CC(=O)CSc1nc(N)c(C#N)c(-c2ccc(Cl)cc2)c1C#N | 2% | 32% | -1% | i | 16 | -35 | -7 | 13% | 0.1% | 4.9 | 75 | 0%
CN(C)C(/C=C/Nc1cccc(Br)c1)=C(C#N)C#N | -2% | -0.3% | . | i | 23 | 2 | -8 | 0% | . | 0.3 | 88 | 13%
COc1ccc(CC(=O)Nc2nnc(C(C)C)s2)cc1 | -4% | . | 1% | i | 38 | -5 | -4 | -5% | 0.6% | . | . | 3%
N#Cc1ccc(C(=O)NNC(=O)c2ccncc2)cc1 | -7% | 0.4% | 8% | . | . | . | . | 2% | 0.5% | 1.1 | 60 | -1%
Brc1c(-c2ccccc2)nc2n1Cc1ccccc1-2 | -3% | . | 2% | . | . | . | . | 0% | -0.6% | 4.8 | 41 | -17%
CC(NC(=O)C1(C)CC1(Br)Br)C(C)(C)C (centres undefined) | -6% | 1.6% | -2% | i | 9 | 1 | 10 | 7% | 0.6% | -4.3 | 77 | 2%
O=C(O)c1cnn(-c2nc(-c3ccc(F)cc3)cs2)c1C(F)(F)F | -6% | 5.0% | 2% | i | 19 | 11 | 8 | 18% | -0.5% | -0.5 | 93 | -2%
CCN(C(=O)CSc1nnc(SC(C)C)s1)C1CCS(=O)(=O)C1 (centres undefined) | . | 1.8% | -1% | . | . | . | . | . | 0.0% | -1.9 | 49 | .
CC(=O)C1=C(O)C(=O)N(CCO)C1c1ccccc1 (centres undefined) | -4% | 0.0% | 2% | i | 7 | -1 | -8 | -1% | -0.1% | 0.4 | 62 | 7%
COc1ccc(CNc2cccc3[nH]c(C(F)(F)F)nc23)cc1 | -4% | ? | -29% | . | . | . | . | -14% | 0.3% | -0.5 | 35 | -5%
O=[N+]([O-])c1cccc(C=Nc2cc3c(cc2Br)OCCO3)c1 | 1% | -0.5% | -4% | i | 27 | 3 | -4 | 2% | -0.1%[50 µM] | . | . | -9%
Cc1ccc(OCC(=O)O)c(-n2nc3ccccc3n2)c1 | -15% | 1.1% | 0% | i | -2 | 5 | 1 | 11% | -0.3% | 0.0 | 59 | -10%
N#CC1(c2c(O)nc3n(c2=O)CCCS3)CCCCC1 | -6% | -0.4% | 3% | i | 4 | 17 | 25 | 2% | 0.0% | 0.0 | 62 | 1%
COc1cc(C(=O)NCCCn2ccnc2)cc(OC)c1OC | -10% | 1.4% | -2% | i | 22 | -1 | -3 | -6% | 0.4% | 0.4 | 85 | -9%
Cc1ccc(NC(=O)c2nc[nH]c2C(=O)NCc2ccccc2)cc1 | . | 1.4% | 3% | . | . | . | . | . | 1.7% | 26 | 63 | .
Cc1ccc2nc(C)c(C(=O)N/N=C/c3ccc(N4CCOCC4)cc3)cc2c1 | -6% | 1.1% | -2% | i | -9 | -4 | -2 | 19% | 0.6%[50 µM] | 1.1 | 42 | -2%

4 records drawn at random from those above, as already listed:
SMILES | LYP phosphatase | RSV antiviral HEp-2 | Dengue-2 NS5 capping | Autophagy HCS | Autophagy HCS cell loss 18 h | WT yeast gro inh | WT yeast gro inh mutant strain | AID2073 | UTI89 phage lysis | NTR1 ag | NTR1 ag cell count 20 µM | GPR35 arrestin U2OS | others
Cc1ccc2nc(C)c(C(=O)N/N=C/c3ccc(N4CCOCC4)cc3)cc2c1 | -6% | 1.1% | -2% | i | -9 | -4 | -2 | 19% | 0.6%[50 µM] | 1.1 | 42 | -2%
CC(=O)C1=C(O)C(=O)N(CCO)C1c1ccccc1 (centres undefined) | -4% | 0.0% | 2% | i | 7 | -1 | -8 | -1% | -0.1% | 0.4 | 62 | 7%
O=[N+]([O-])c1cccc(C=Nc2cc3c(cc2Br)OCCO3)c1 | 1% | -0.5% | -4% | i | 27 | 3 | -4 | 2% | -0.1%[50 µM] | . | . | -9%
CN(C)C(/C=C/Nc1cccc(Br)c1)=C(C#N)C#N | -2% | -0.3% | . | i | 23 | 2 | -8 | 0% | . | 0.3 | 88 | 13%

Continuation:
SMILES | LYP phosphatase | RSV antiviral HEp-2 | Dengue-2 NS5 capping | Autophagy HCS | Autophagy HCS cell loss 18 h | WT yeast gro inh | WT yeast gro inh mutant strain | AID2073 | UTI89 phage lysis | NTR1 ag | NTR1 ag cell count 20 µM | GPR35 arrestin U2OS | others
CC(C)COC(=O)Nc1nnc(Cc2ccccc2)s1 | 5% | 0.6% | 1% | i | -8 | 17 | -11 | 11% | -0.6% | 4.3 | 63 | 5%
O=C(CNC(=O)N1CC(=O)Nc2ccccc21)NCCc1ccc(Cl)cc1 | -1% | -1.7% | -5% | . | . | . | . | 8% | 0.0% | -1.5 | 42 | 4%
CCOC(=O)N1CCC(N2Cc3cccc(C(=O)Nc4cc(F)ccc4F)c3C2=O)CC1 | 3% | 2.5% | -3% | i | 14 | 15 | 23 | 3% | 3.2% | 6.0 | 58 | -4%
Cc1cccc(NC(=O)CNC(=O)COC(=O)CCS(=O)(=O)c2ccccc2)c1C | -5% | 1.2% | -3% | . | . | . | . | 4% | 0.1% | 0.1 | 42 | 11%
CCOC(=O)[C@@H]1[C@H]2COc3cc(OC)ccc3[C@H]2N2C(=O)N(c3cccc(Cl)c3)C(=O)[C@@]12C | -3% | 1.2% | -2% | . | . | . | . | 12% | 1.1% | -1.8 | 92 | -5%
Cc1ccc(-c2nn(CC(N)=O)c(=O)c3ccccc23)cc1S(=O)(=O)N(C)C | -2% | 1.9% | -4% | i | -7 | -2 | -2 | 15% | 0.0% | 3.4 | 65 | -11%
CCCN1C(=O)/C(=C2/C=Cc3ccccc3N2CC)SC1=S | 6% | 2.4% | -9% | i | 6 | 25 | 22 | -21% | 0.5% | 18 | 41 | 6%
CC1CCN(c2oc(-c3ccc(F)cc3)nc2C#N)CC1 | -10% | 1.2% | 3% | . | . | . | . | 10% | 2.0%[50 µM] | -1.6 | 90 | -2%
CCSc1ccccc1C(=O)Nc1cccc(OC)c1 | -8% | 0.5% | -1% | i | -1 | -12 | -20 | 2% | 0.0% | -1.1 | 92 | 16%
COc1ccc(-c2noc(CCCC(=O)N3CCOCC3)n2)cc1 | -6% | 2.2% | -4% | i | 7 | 19 | 10 | 22% | 0.0% | 1.4 | 68 | -13%
Cc1noc(C)c1COc1ccc(CC(=O)NCCc2ccccn2)cc1 | -8% | 0.0% | -5% | . | . | . | . | 13% | 0.1% | -0.7 | 50 | 9%
Cc1cc(-c2ccccc2)nc(N/N=C/c2ccccc2)n1 | -4% | 4.5% | 4% | . | . | . | . | 14% | -0.6% | 2.7 | 59 | -13%
COC(=O)[C@H]1C[C@@H]1[C@H](NC(=O)OCc1ccccc1)c1ccccc1 | -1% | 1.7% | -4% | i | -8 | -12 | -11 | 5% | 2.8% | -2.5 | 83 | -10%
Cc1ccc(SCC(=O)Nc2cccc(-c3nnc(-c4ccco4)o3)c2)cc1 | -2% | 3.3% | -7% | i | -2 | 9 | 43 | 5% | 0.4% | 23 | 35 | -4%
CN(C)S(=O)(=O)c1cccc(NC(=O)CCCc2nc3ccccc3c(=O)[nH]2)c1 | . | -0.2% | 8% | . | . | . | . | . | 1.6%[50 µM] | -0.2 | 63 | .
O=C(O)c1cccc2c1C(=O)c1cc(Br)ccc1S2(=O)=O | . | 0.7% | -2% | . | . | . | . | . | 1.8% | 0.8 | 57 | .
Cc1nc(N2CCN(c3ccccc3)CC2)c2c3c(sc2n1)CCC3 | -3% | . | . | . | . | 74* | 53* | -18% | . | . | . | 6%
CC(c1ccccc1)C(CC(=O)O)C(=O)NC1CCCCC1 (centres undefined) | -5% | 1.6% | 2% | i | 6 | 13 | 12 | 3% | -0.2% | 5.9 | 44 | -6%
CCn1c(SCC(=O)Nc2ccccc2OC)nc(O)cc1=O | -10% | . | -3% | . | . | . | . | 28% | 1.3% | 0.5 | 38 | -5%
Cc1oc(-c2ccccc2Cl)nc1CS(=O)CC(=O)NCc1ccccc1Cl (centres undefined) | -1% | 2.6% | -6% | . | . | . | . | 11% | -0.4% | -1.1 | 67 | -3%
CC(C)c1ccc(C(=O)N(c2ccccn2)C(C)c2ccco2)cc1 (centres undefined) | -6% | 0.5% | -2% | i | 0 | 0 | 5 | -2% | 0.1% | 0.0 | 64 | 11% | Dengue-2 NS5 capping pilot replicate=1.5
O=C(Cn1ccc2ccccc2c1=O)NCCC(=O)Nc1ccc2c(c1)OCCO2 | -12% | 1.4% | -5% | i | 6 | -8 | -17 | 12% | 0.4% | 0.3 | 73 | 10% | Dengue-2 NS5 capping pilot replicate=-4.4
O=C(NCC1CCCO1)c1cc([N+](=O)[O-])ccc1Cl (centres undefined) | -6% | -1.8% | -5% | i | 0 | -7 | 16 | -5% | 0.1% | -1.6 | 34 | -11%
O=c1[nH]c2ccccc2cc1-c1nnn(-c2ccc(F)cc2)n1 | -5% | 1.6% | 5% | i | 8 | 11 | 15 | 18% | 2.0% | 0.3 | 91 | 0%
Cc1cccc(Nc2nc(NCc3ccco3)nc(N)c2[N+](=O)[O-])c1 | -5% | 4.2% | -1% | . | . | . | . | 14% | 9.1% | 3.8 | 46 | 7%
COC(=O)C(Cc1cnc(Cl)s1)(C(=O)OC)c1ccc([N+](=O)[O-])cc1[N+](=O)[O-] | -6% | 9.7% | 4% | i | -5 | 23 | 17 | 0% | 5.2% | 0.7 | 64 | 2%

Assay outcomes as filed in PubChem BioAssay.
